Screens: PubChem BioAssay, National Center for Advancing Translational Sciences (NCATS)
S2 tox = Viability Counterscreen for Primary qHTS for Inhibitors of ATXN expression; S2 cells (HEK-293 line with an ATXN2-luciferase reporter) viability, CellTiter-Fluor protease fluorescence, 24 h; Potency, µM (top dose mostly 56.7 µM), hits mostly cytotoxic; 400,000 tested, 0.49% active; also: potency is read from the fitted curve at half-maximal effect; nearly all actives have a fitted effect of over 40% in size
CCT chaperon mod = High-Throughput Screening for Modulators of Cytosolic Chaperonin Activity | purified chaperonin ATPase assay, HTRF ADP detection, 30 min | activity change, % (concentration not given with the values), hits read low | 360,000 tested, 0.3% active | AID 651819, 2012; in the data active = activity change below about -30%; also: % is scaled to controls: 0 for no effect and ±100 for the full control effect
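Nucleotide hydrolysis assay: TRiC at 20–40 nM final (set by batch activity) with 10 uM ATP, 30 min at 37 °C, in presence of 76 uM compound. Detection by competitive ADP HTRF, 30 min ambient.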
A549 viability = Nrf2 qHTS screen for inhibitors: counterscreen for cytotoxicity | A549 ARE-Fluc cells, CellTiter-Fluor viability, 18-24 h | 390,000 tested, 0.16% active | Potency, µM (titrated, usually from 46 µM), for the others: top-dose activity change, negative = cytotoxicity, most hits filed as inhibitors; also: potency is read from the fitted curve at half-maximal effect; % is scaled to controls: 0 for no effect and ±100 for the full control effect
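Cytotoxicity counterscreen: CellTiter-Fluor fluorescence was measured in A549 ARE_Fluc cells after 18-24 h of compound exposure in a concentration series. The subsequent BugLite luminescent read reports ARE-luciferase activity.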
Nrf2 block = Nrf2 qHTS screen for inhibitors; 360,000 tested, 2.1% active; AID 504444, 2011; A549 ARE-Fluc reporter, luciferase luminescence, 18-24 h; Potency, µM (titrated, usually from 46 µM), inactives show top-dose activity change, negative = inhibition, most hits filed as inhibitors; also: potency is read from the fitted curve at half-maximal effect; % is scaled to controls: 0 for no effect and ±100 for the full control effect; nearly all actives have a fitted effect of over 60% in size
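In this cell-based qHTS, ARE-driven firefly luciferase in A549 cells reports Nrf2 activity; the luminescent signal after BugLite lysis is the measured value, with a prior CellTiter-Fluor read for cell health.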
Mm-Cpn inhibitor = Inhibitors of TCP-1 ring complex (TRiC) of Methanococcus maripaludis (MmCpn): qHTS; purified Mm-Cpn ATPase, ADP Transcreener TR-FRET; Potency, µM (top dose mostly 76.9 µM), for inactives: at the highest dose activity, negative = inhibition, hits mostly inhibitors; 330,000 tested, 0.031% active; AID 504842, 2011; also: potency is read from the fitted curve at half-maximal effect; % is scaled to controls: 0 for no effect and ±100 for the full control effect; nearly all actives have a fitted effect of over 80% in size
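Purified archaeal chaperonin (25 nM final) was preincubated with compound for 10 min at 37°C, then ATP (10 uM final) was added for 30 min at 37°C in Tris pH 7.4/KCl/MgCl2/DTT buffer. ADP was quantified by HTRF Transcreener TR-FRET.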
Nrf2 activator = qHTS of Nrf2 Activators; AREc32 ARE-luciferase reporter (MCF7-derived line), luminescence, 24 h; Potency, µM (titrated, usually from 46.1 µM), without a hit: top-dose activation, most hits filed as activators; AID 624171, 2012; 410,000 tested, 0.31% active; also: potency is read from the fitted curve at half-maximal effect; % of control where 0% means no effect; nearly all actives have a fitted effect of over 65% in size
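ARE-driven firefly luciferase activity in AREc32 cells measured after a 24 hr compound exposure at 37 deg C, using Steady-Glo reagent and a 30 min room-temperature hold.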
TGFb inhibitor = qHTS for Inhibitors of TGF-b; HepG2 CAGA-GFP TGF-b/SMAD3 reporter, GFP fluorescence, 18 h; TGF-beta stimulated, 500 pg/mL final; Potency, µM (top dose mostly 46.1 µM), without a hit: top-dose activity, negative = inhibition, actives largely listed as inhibitors; 410,000 tested, 1.2% active; AID 588855, 2011; also: potency is read from the fitted curve at half-maximal effect; % is scaled to controls: 0 for no effect and ±100 for the full control effect; nearly all actives have a fitted effect of over 65% in size
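Per well, imaged GFP fluorescence of HEPG2 CAGA-GFP cells gives the signal; cells get compound, then TGF-beta (500 pg/mL final), 18 h at 37 degrees C; %Activity versus -TGF-beta and +DMSO controls.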
pAkt inh = HTS Assay for Inhibitors of Akt Phophorylation: Primary Screen; Neuro2A IGF-stimulated pAkt S473 HTRF, 20 min; hits give low values; activity change, % for hits at 50 µM; 360,000 tested, 0.32% active; AID 651550, 2012; in the data active = activity change below about -80%; inconclusive = mostly about -51% to -80%; also: % is scaled to controls: 0 for no effect and ±100 for the full control effect
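Single-point screen (50 µM final compound) in Neuro2A cells stimulated 20 min with 6 nM IGF at 37 deg C. After lysis, Ser473-phosphorylated Akt read by HTRF (ex 330 nm, em 615/665 nm) as the 665/615 ratio.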
HepG2 tox = qHTS for Inhibitors of TGF-b: Cytotox Counterscreen | AID 588856, 2011 | Potency, µM (series often up to 46.1 µM), inactives show at the top dose activity change, negative = cytotoxicity, usual class: cytotoxic | HepG2 CAGA-GFP viability, ATP luminescence, 18 h | 410,000 tested, 0.76% active; also: potency is read from the fitted curve at half-maximal effect; some results filed as inactive show a strong effect at the top dose
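CellTiter-Glo luminescence gave cytotoxicity after 18 hours at 37 degrees C. The cells were HepG2 CAGA-GFP in 1% FBS DMEM, stimulated with 500 pg/mL TGF-beta after compound addition. %Activity was normalised to no-cell wells (complete cell-killing) and DMSO (no toxicity), and curves were fitted and classified.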
* hit, by the source's call; i = inactive; ? = inconclusive; . = no result given; [ ] = another dose, or the depositor's remark. Unless noted, calls follow the shape of the dose curve; as a rule, active = well fitted curve in the direction sought with a large enough effect; inconclusive = small, poorly fitted or top-dose-only effect, or another doubt; inactive = no such curve, though single readings can be large; an effect the other way counts as inactive or inconclusive.

SMILES	S2 tox	CCT chaperon mod	A549 viability	Nrf2 block	Mm-Cpn inhibitor	Nrf2 activator	TGFb inhibitor	pAkt inh	HepG2 tox
O=C(CSc1nnc(-c2ccco2)n1CC1CCCO1)c1ccccc1 (stereo unspecified)	i	-2.1	-14%	0%	0%	-0.4%	4%	i	-16%
Cc1ccccc1CN1CCN(C(=O)c2cccc(F)c2)CC1	i	2.3	-7%	3%	?	-0.1%	-5%	i	-2%
C[C@]12C(=O)N(c3ccc(Br)cc3)C(=O)N1[C@@H]1c3ccccc3OC[C@@H]1[C@H]2c1ccccc1	i	-1.4	4%	12%	1%	0.4%	3%	i	-53%
O=C1c2ccccc2C(=O)N1c1ccccc1S(=O)C(F)(F)F (stereo unspecified)	i	-0.1	-19%	-11%	0%	0.3%	4%	i	-47%
O=S(=O)(N/N=C1/CC(c2ccccc2)Oc2ccccc21)c1ccccc1 (stereo unspecified)	?	-0.9	-2%	?	.	3.1%	-4%	i	6%
CCCc1nc2ccc(C)cn2c1Cc1cccc(Cl)c1	?	-4.4	.	.	.	8.7%	?	i	-6%
CN(C)C(=O)CSc1nc2ccccc2c(=O)[nH]1	i	-3.6	2%	.	2%	0.9%	?	i	2%
O=C(Nc1cccnc1)C1(F)C(F)(F)C(F)(F)C(F)(F)C(F)(F)C1(F)F	i	-0.6	0%	.	1%	10µM*	-5%	i	14%
CSc1ccc(CNC(=O)C2CCN(c3nc4ccccc4nc3C(F)(F)F)CC2)cc1	i	.	-4%	8%	.	0.5%	-3%	.	13%
O=C(COC(=O)c1cc(=O)[nH]c2ccccc12)NCc1cccs1	i	0.4	-1%	12%	1%	0.4%	1%	i	0%
CCn1c(C)nc2cc(C(=O)N/N=C/c3cccc(OC)c3O)ccc21	i	0.7	2%	8%	-8%	-0.4%	0%	i	-5%
Cc1ccc(C2C=NN(c3ccccc3)C2=O)cc1 (stereo unspecified)	i	-0.7	7%	20%	-1%	8.4%	-10%	i	-26%
CC(C)(C)c1ccc(NC(=O)COC(=O)C2=COCCO2)cc1	?	-6.0	0%	?	-2%	2.3%	2%	i	-27%
CCCNC(=O)C1(C)CCCN(C(=O)c2ccc(OC(F)F)cc2)C1 (stereo unspecified)	i	0.3	.	.	.	-0.3%	-2%	.	3%
O=C(NC1CCCc2ccccc21)c1n[nH]c(=O)c2ccccc12 (stereo unspecified)	i	-2.4	-7%	-16%	-10%	?	-25%	i	-24%
Cc1ccc(C(=O)C(C)OC(=O)C2CCN(c3ccc(C(F)(F)F)cn3)CC2)cc1C (stereo unspecified)	i	-1.4	-4%	?	0%	-0.6%	-22%	i	7%
C=CC[C@H](CC(=O)N(CCO)Cc1ccccc1)C(=O)N[C@H](C)COC(=O)[C@@H](CC=C)Cc1ccc(F)cc1	?	0.2	-4%	-25%	2%	7.9%	?	i	-6%
O=C(Nc1nnc(CCN2CCCCC2)s1)c1ccc(Cl)cc1Cl	i	0.6	0%	0%	1%	-0.3%	4%	i	-1%
C=CCNC(=O)CN(c1ccccc1OCC)S(=O)(=O)c1ccc(C)cc1	i	2.0	6%	7%	-1%	0.0%	20%	i	-17%
CCC(C)C(NC(=O)c1ccc(Cl)cc1)C(=O)Nc1cccnc1 (stereo unspecified)	i	0.5	-9%	?	2%	2.6%	-5%	i	-3%

Overlap with the part before: three compounds, then new ones.
SMILES	S2 tox	CCT chaperon mod	A549 viability	Nrf2 block	Mm-Cpn inhibitor	Nrf2 activator	TGFb inhibitor	pAkt inh	HepG2 tox
O=C(Nc1nnc(CCN2CCCCC2)s1)c1ccc(Cl)cc1Cl	i	0.6	0%	0%	1%	-0.3%	4%	i	-1%
C=CCNC(=O)CN(c1ccccc1OCC)S(=O)(=O)c1ccc(C)cc1	i	2.0	6%	7%	-1%	0.0%	20%	i	-17%
CCC(C)C(NC(=O)c1ccc(Cl)cc1)C(=O)Nc1cccnc1 (stereo unspecified)	i	0.5	-9%	?	2%	2.6%	-5%	i	-3%
N#Cc1cn(-c2ccccc2)nc1-c1ccccc1	i	-3.7	-12%	-23%	0%	23%	-3%	i	-37%
Clc1ccc(-c2cc(CN3CCOCC3)no2)cc1	i	-5.1	0%	?	2%	2.6%	0%	i	-4%
C[C@H](O)[C@@H]1CN2CCc3c([nH]c4ccccc34)[C@@H]2C[C@@H]1N(C)C(=S)Nc1ccc(C#N)cc1	i	-1.4	.	.	.	9.6%	?	i	-18%
Cc1ccc(CNC2=NCCCCC2)n1C	i	0.3	-4%	16%	-2%	0.4%	14%	i	-17%
CCOC(=O)c1ccc2c(c1)nc(COc1ccc(OC)cc1)n2CC	i	-4.9	-2%	.	2%	-1.0%	10%	i	2%
CC(/C=C/c1ccc(O)cc1)=N/O	i	-1.7	-5%	.	1%	5.3%	25%	i	-67%
O=C(Nc1ccccc1)N1CCC(c2nc(-c3ccc(S(=O)(=O)N4CCOCC4)cc3)no2)CC1	i	-2.2	-4%	.	-2%	0.3%	31%[activator]	i	0%
CCOc1ccc(-c2nc3c(c(SCC(=O)N4CCCCC4)n2)Cc2cccc(OC)c2O3)cc1	i	.	-3%	-10%	.	3.1%	-5%	.	2%
CC(=O)N(C)c1ccc(NC(=O)Nc2ccc(C)c(C)c2)cc1	?	0.0	-19%	21%	-2%	5.0%	-7%	i	-8%
Cc1noc(C)c1NC(=O)Nc1cccc2c1O[C@H](CN(C)C(=O)Nc1ccc(C(F)(F)F)cc1)[C@@H](C)CN([C@H](C)CO)C2=O	i	-1.5	5%	0%	0%	-0.6%	-35%	i	-16%
COc1cc(/C=N/NC(=O)c2ccc(Cl)cc2)ccc1OCC(=O)N1CC(C)OC(C)C1 (stereo unspecified)	i	-3.4	2%	-8%	-6%	0.3%	1%	i	0%
COc1cccc(OC)c1C1=CC(=O)C[C@H](c2ccc3c(c2)OCO3)C1	i	-2.7	7%	-12%	-4%	5.7%	-8%	i	-6%
CCCC12CN3CCN(CC(C3)/C1=N\NC(=O)Nc1ccccc1)C2	i	0.5	-2%	3%	2%	-0.4%	-4%	i	3%
Cn1c(=O)n(C)c2cc(N3CCOCC3)c(NS(=O)(=O)c3ccc(C(C)(C)C)cc3)cc21	i	.	1%	?	.	13%	17%	.	-32%
FC(F)(F)c1cc(-c2ccco2)nc(-n2nc(C(F)(F)F)cc2C2CC2)n1	i	0.5	-5%	1%	-1%	19%	-1%	i	-30%
CCN1/C(=C\C(=S)Nc2ccccc2)Sc2ccccc21	?	-2.7	?	?	?	2.3%	11µM*	i	-33%
CCN(CC1CCCO1)C(=O)c1cc(COc2ccc(F)cc2F)on1 (stereo unspecified)	i	2.5	2%	5%	-4%	0.3%	4%	i	2%
O=C(COC(=O)c1ccc(Br)o1)NCc1ccc2c(c1)OCO2	i	-5.6	17%	13%	0%	-0.5%	0%	i	-7%
CC(=Nc1ccccc1)C1=C(O)CCCC1=O	i	-2.1	3%	10%	0%	-0.1%	18%	i	3%
COc1ccc(C)cc1NC(=O)c1sc2nc(-c3ccc(F)cc3)cn2c1C	.	.	0%	.	.	0.3%	-3%	.	18%
COc1ccc(NS(=O)(=O)N2CCOCC2)cc1	i	0.1	0%	9%	0%	0.1%	5%	i	2%
CC(C)c1ccc(NC(=O)CN2CCN(c3ccccn3)CC2)cc1	i	-2.0	2%	1%	-1%	-0.9%	-6%	i	-17%
Cc1ccc(Cn2ccc(NC(=O)CCSc3nc(-c4ccco4)cc(C(F)(F)F)n3)n2)cc1	i	-3.3	-23%	?	-13%	-0.3%	-15%	i	-3%
Cc1ccc(NC(=O)c2ccc(Cl)c(S(=O)(=O)N3CCCC3)c2)nc1	?	-1.3	-2%	?	2%	2.9%	?	i	-23%
COc1cccc2sc(N)nc12	i	0.0	-6%	13%	0%	4.3%	12%	.	-1%
CC(=O)N/C(=C/c1ccc2c(c1)OCO2)C(=O)NCC(=O)O	i	1.5	1%	10%	0%	-0.1%	-2%	i	-3%
COCc1cc(C)nc(Oc2ccccc2)c1C#N	i	0.9	6%	5%	-3%	-0.3%	-2%	i	-1%
CCCCNC(=O)c1cn(CC)c2ccc(S(=O)(=O)N3CCCCCC3)cc2c1=O	?	0.1	-1%	-18%	2%	0.4%	3%	i	14%
CCOCC(=O)N(CC)Cc1ccccc1	i	-2.3	6%	6%	-3%	0.1%[9.22 µM]	2%	i	-10%
Cc1ccc(Nc2nnns2)cc1	i	-2.5	-3%	2%	0%	-0.3%	3%	i	-22%
CC(=O)Nc1ccc(S(=O)(=O)N[C@@H](C)C(=O)N(C)Cc2cccs2)cc1	i	-3.8	0%	2%	1%	0.0%	10%	i	-1%
O=C(O)c1ccc(N/N=C/c2ccc(OC(=O)c3cccc(Cl)c3)cc2)cc1	i	-3.0	-1%	?	-4%	-1.0%	-13%	i	-68%
COc1ccc(NC(=O)C23CCC(C2)C(C)(C)C3=O)cc1 (stereo unspecified)	i	-0.1	-8%	0%	0%	-0.7%	-3%	i	-13%
O=C(Nc1ccccc1)C1=C[C@H](c2csc3ccccc23)C[C@H](OCc2ccc(CO)cc2)O1	?	-2.1	-6%	-29%	.	-1.1%	?	i	-20%
COc1ccc(C(=O)Nc2ccc(S(=O)(=O)N3CCN(C)CC3)cc2)cc1	i	-0.9	2%	-11%	.	2.5%	1%	i	4%
